Platelet DG rel = platelet dense granule release activity; human platelet-rich plasma, SFLLRN dense granule ATP release, luminescence; inhibition, %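 (compounds screened at 7.5 µM in platelet-rich plasma)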; actives 0.22% (n = 300,000); AID 1663;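 active = mean replicate score, as percent of positive control, at or above 50; inconclusive = mean below 50 but at least one replicate at or above 50; inactive = mean and every replicate below 50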
aSyn UTR inh = 5' untranslated region of α-synuclein, MLPCN primary screen; inhibition, % (tested at 7.5 µM); alpha-synuclein 5'UTR reporter, inhibitor activity; actives 0.82% (n = 300,000); in the data active = inhibition above about 60%; inconclusive = no clear call, values can overlap the other calls;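 note: H4 neuroglioblastoma cells stably carrying SNCA 5'UTR luciferase fusion; 0% = DMSO wells and 100% = positive control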
HIF act = HIF pathway transcriptional activation; U2OS HRE-luciferase reporter, luminescence; normalized: DMSO 0%, desferrioxamine 100%; activation, % at 7.5 µM (by protocol); actives 0.32% (n = 300,000); AID 1910;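 active = mean activation of at least 10% of the iron chelator positive control signal, with at least half of replicates also reaching 10%; inconclusive = mean and replicate majority disagree about reaching 10%; inactive = mean and most replicates under 10%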
KLF5 inhibitor = inhibitors of KLF5 expression; DLD-1 KLF5 promoter-luciferase reporter, luminescence; inhibition, % at 5 µM; actives 0.23% (n = 290,000);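 active = inhibition above a per-plate limit of that plate's mean compound inhibition plus 3 SD, cut at about 60% in these data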;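 note: 0% = DMSO wells and 100% = LY294002 at 200 µM; higher means less KLF5 promoter-driven luciferase light; inactives centre near -14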
HSF-1 act = increases HSF-1 driven luciferase reporter signal | NIH3T3-HGL HSF-1 luciferase reporter, MG132, 8 h; 100% = twice DMSO control signal | activation, % at 9 µM | actives 1.7% (n = 300,000) | AID 504408;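 active = mean replicate activation of at least 50% with a set share of replicates each reaching 50%; inconclusive = only one of those two conditions met; inactive = mean below 50% and too few replicates reaching it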;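 note: 0% = median of the neutral control wells and 100% = twice that signal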
HSP90 refold inh = blocks HSP90-mediated luciferase refolding in reticulocyte lysate; actives 0.91% (n = 290,000); AID 1789; Rabbit reticulocyte lysate, luciferase refolding luminescence, 3 h; inhibition, % at 5.6 µM;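 active = inhibition above the screen-wide mean plus 3 SD, computed separately per campaign, cut at about 16% in these data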;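 note: 0% = DMSO wells and 100% = 60 µM geldanamycin wells; inhibitors lower the luminescence because luciferase stays unfolded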
HDAC3 inhib = inhibitors of human histone deacetylase 3 | inhibition, % at 8.3 µM | recombinant HDAC3, fluorogenic peptide/trypsin coupled, fluorescence | O15379 | actives 0.15% (n = 320,000); in the data active = inhibition above about 26%, passing the limit was not always enough; inconclusive = no clear call, values can overlap the other calls
Target sequence (O15379 whole entry, looked up): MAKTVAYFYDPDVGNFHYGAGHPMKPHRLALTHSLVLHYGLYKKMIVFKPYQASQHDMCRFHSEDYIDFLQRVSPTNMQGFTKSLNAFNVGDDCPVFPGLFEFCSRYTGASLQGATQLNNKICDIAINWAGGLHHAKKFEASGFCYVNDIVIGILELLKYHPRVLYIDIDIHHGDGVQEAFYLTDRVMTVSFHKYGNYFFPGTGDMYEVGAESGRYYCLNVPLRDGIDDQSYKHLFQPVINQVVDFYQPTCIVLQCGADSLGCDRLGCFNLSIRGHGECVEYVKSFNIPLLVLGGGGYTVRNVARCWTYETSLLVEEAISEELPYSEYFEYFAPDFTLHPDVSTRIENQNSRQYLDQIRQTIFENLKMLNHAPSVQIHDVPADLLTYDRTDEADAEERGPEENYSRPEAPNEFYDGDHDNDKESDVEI
AI-2 QS modul = Vibrio harveyi AI-2 quorum sensing modulation; activity change, % at 7.5 µM; Vibrio harveyi JMH597 AI-2 luminescence/OD600 ratio, 9 h; active compounds read low; strain lacks LuxN and CqsS sensors; 0 = neutral-control median; AID 2094; actives 0.4% (n = 300,000); in the data active = activity change below about -75%, passing the limit was not always enough; inconclusive = no clear call, values can overlap the other calls;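 note: luminescence divided by OD600 gain over 9 h not by final OD600 alone; inactives centre near 13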
IEC-6 cytotox = counter-screen for KLF5 inhibitors: cytotoxicity in IEC-6 cells | actives 0.78% (n = 290,000) | IEC-6 cytotoxicity, luminescence viability | inhibition, % at 5 µM; in the data active = inhibition above about 22%;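 note: 0% = plate median of test compound wells and 100% = cytotoxic reference compound wells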
HSF1 inh = HSF1 inhibition. NIH3T3-HGL HSE-luciferase, MG132-induced, luminescence 8 h; active compounds read low. activity change, negative = inhibition, % at 7.5 µM (by protocol). actives 0.77% (n = 300,000);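 active = more than half of replicate wells show activity change below -50%, luminescence cut by over half; inconclusive = some wells, but at most half, below -50%; inactive = no replicate well below -50%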;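 note: luciferase reports HSF-1 transcriptional activity via heat shock element; 0% = median of DMSO wells and -100% = zero luminescence signal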
Active calls of the source: *; ? = inconclusive; · = not tested or not shown. Hits appear at their usual frequency; 5% or so of the library scored in one or more.

mol,IEC-6 cytotox,Platelet DG rel,HSF-1 act,HIF act,AI-2 QS modul,HSP90 refold inh,HDAC3 inhib,KLF5 inhibitor,HSF1 inh,aSyn UTR inh
Cc1ccc(NC(Cc2cc(C)no2)c2ccccc2)cc1 (stereo not drawn),-4.4,7.6,-2.4,0.6,5.3,-3.5,·,-17.7,6.4,12.2
CC(C)(C)C(=O)N(CCN(C(=O)C(C)(C)C)c1ccccc1)c1ccccc1,-5.4,22.2,14.8,0.2,11.1,-1.7,6.6,-19.3,17.4,-5.2
COc1cc(S(=O)(=O)N2CCN(C(=O)c3ccco3)CC2)c(OC)cc1C,-1.9,-0.2,12.4,-0.4,16.4,-1.1,-0.5,1.7,1.1,1.3
CC1Cc2nc(SCC(=O)Nc3ccc4c(c3)OCCO4)n(C)c(=O)c2S1 (stereo not drawn),2.6,-0.4,1.0,-0.3,11.5,-3.8,-0.9,-8.4,-8.9,11.1
CCCc1nnc(SCC(=O)O)n1/N=C/c1ccc2c(c1)OCO2,-5.1,2.7,-0.2,-0.1,19.0,-1.3,11.0,-12.8,0.9,6.0
CC(=O)Nc1ccc(S(=O)(=O)NCC2CCC(C(=O)N3CC(C)CC(C)C3)CC2)cc1 (stereo not drawn),-0.2,5.1,-2.5,0.9,9.4,-2.9,-1.9,-16.9,-0.5,-6.8
CCc1cccc2c(=O)c(C(=O)NCCCOC)c[nH]c12,7.9,2.1,-4.5,-0.3,18.4,2.7,3.4,0.0,-5.2,-15.2
Cc1nc2cc(C(=O)OCC(=O)NC3CCS(=O)(=O)C3)ccc2n1-c1ccccc1 (stereo not drawn),-2.5,5.0,-4.9,-0.2,7.3,-3.4,1.9,-9.9,0.2,-0.8
CCOC(=O)C1=NNC2C(=O)N(Cc3ccccc3)C(=O)C12 (stereo not drawn),-4.0,7.4,17.7,-0.1,53.8,-1.1,2.3,-4.4,3.5,0.0
O=C(O)CCC(=O)N1N=C(c2c(-c3ccccc3)c3cc(Cl)ccc3[nH]c2=O)CC1c1cccs1 (stereo not drawn),5.8,-0.8,6.7,-0.4,-0.5,-1.9,-5.6,-0.2,-5.0,18.5
CC1CC2(CCCC2)Nc2ccc(F)cc21 (stereo not drawn),-8.8,-8.2,7.2,-1.0,6.9,-1.8,8.3,2.1,-4.7,-1.1
O=c1[nH][nH]cc1C=NCc1cccnc1,-0.8,-2.6,7.3,0.2,8.1,2.2,5.7,-2.3,-10.3,-16.3
CCCCOc1ccc(NC(=O)CSc2nnnn2C)cc1,0.0,-3.4,-0.6,0.2,30.5,-4.7,-4.9,-27.3,-3.5,-16.0
COc1cccc(C2C(=O)c3ccccc3C2=O)c1,-4.8,-2.2,8.9,-0.5,13.4,1.9,6.0,-4.9,8.7,21.2
COc1cccc(-c2nnc(-c3ccc(C(F)(F)F)cc3)o2)c1OC,4.6,-5.9,21.6,3.0,10.4,-1.6,-4.7,-13.8,18.4,-125.2
Cc1ccc(Sc2ccc(NC(=O)c3ccc(S(C)(=O)=O)cc3Cl)cc2)cc1,4.3,8.5,-4.3,0.2,32.6,2.1,-17.9,-21.9,-4.6,9.0
Cc1cc(O)c(/C=N/Nc2ccc(Cl)cc2)c(=O)o1,-5.4,2.2,38.1,0.0,-6.8,0.2,0.4,-13.6,14.5,-10.1
CC(=Nc1ccccc1)c1sc2ccccc2c1O,-1.3,8.1,35.1,·,11.2,-3.1,2.5,-30.5,20.4,-383.5
CC(CCC(C)OC(=O)c1ccccc1C(=O)O)OC(=O)c1ccccc1C(=O)O (stereo not drawn),0.9,5.2,11.1,1.4,1.7,0.7,-1.5,-32.9,-0.5,1.2
NS(=O)(=O)c1ccc(CCNC(=O)CCS(=O)(=O)c2ccc(Br)cc2)cc1,1.7,2.0,-3.2,-4.0,6.9,-3.5,-0.6,-20.5,-0.9,17.3
O=C(N/N=C/c1cc([N+](=O)[O-])ccc1O)NC12CC3CC(CC(C3)C1)C2,4.1,-13.6,-55.7,0.1,33.7,14.1,4.4,-6.3,-50.5*,-35.2
Cc1c(Cl)cccc1N(Cc1ccc(C(=O)O)cc1)S(=O)(=O)c1ccccc1,-0.6,-1.3,26.7,-0.1,45.5,0.0,-0.5,-0.1,0.6,9.3
COc1cccc(Nc2nc3ccc(OC)cc3s2)c1,8.6,5.0,46.0,5.1,18.6,-3.8,13.3,-161.5,25.5,-168.2
O=C(c1cc2nc(-c3ccc(Cl)cc3)cc(C(F)(F)F)n2n1)N1CCOCC1,-3.0,2.1,14.5,-0.1,28.5,4.7,-3.0,-13.9,-5.0,-12.2
O=C(CNC(=O)c1ccco1)NCC(=O)OCc1ccc(Cl)cc1Cl,0.8,3.2,25.3,-1.6,6.2,-2.5,-1.6,-1.5,-2.3,8.3
O=C(NCCc1ccncc1)C12CC3CC(CC(C3)C1)C2,2.3,-5.8,-6.4,-0.5,10.3,0.6,-0.6,-6.5,-5.6,6.8
COc1ccc(CNC(=O)C(C)N(C)Cc2cccc(F)c2)cc1 (stereo not drawn),0.7,5.3,-9.4,-0.8,18.7,-0.7,4.7,-19.7,0.3,15.5
COc1ccc(/C=C\c2nc(O)c([N+](=O)[O-])c(=O)[nH]2)cc1O,-0.4,2.0,7.6,-0.5,20.6,0.3,7.0,-26.1,-8.0,-2.4
Cc1ccc(/C=N/n2c(C)n[nH]c2=S)o1,0.5,-13.2,-8.3,-0.1,8.8,-2.9,6.2,-19.4,-1.1,-4.4
CC(C(=O)N1CCN(c2ccccc2F)CC1)c1ccc([N+](=O)[O-])cc1 (stereo not drawn),-3.6,-10.4,13.1,-3.3,7.1,-0.2,-3.7,-5.6,2.7,16.7
COC(=O)Cn1c(=O)c(C(=O)CCl)c(N)n(Cc2ccccc2)c1=O,-8.1,3.1,3.1,-0.3,4.0,4.5,-0.3,-13.8,-1.8,-11.3
COc1ccccc1N1CCN(C(=O)CCC(=O)O)CC1,4.5,7.3,16.8,0.0,-0.4,-1.2,4.4,-34.7,3.0,1.6
Cc1cccc(NC(=O)CSc2nnc(C)n2Cc2ccccc2)c1,-2.7,2.2,-1.5,-0.1,4.1,1.8,1.3,-31.0,-6.3,8.5
COc1cc(C(=O)NCC2CCCN2S(=O)(=O)c2cccs2)cc(OC)c1OC (stereo not drawn),·,-0.7,29.9,-4.5,28.5,·,-7.0,·,10.9,5.2
Cc1cc(C)cc(NS(=O)(=O)c2cc(C(=O)NCc3ccccn3)ccc2Cl)c1,0.0,-28.8,26.3,-0.1,21.1,0.9,-0.1,-25.6,6.6,14.5
CC(C)c1nnc(NC(=O)C2CCCN2C(=O)Nc2ccc(F)cc2)s1 (stereo not drawn),-3.4,-6.3,49.8,-0.3,-1.0,4.3,3.4,-23.8,12.0,-0.5
CCCOc1ccc(C(=O)NC2CCSc3ccccc32)cc1 (stereo not drawn),4.9,12.1,-16.0,0.2,0.7,3.3,0.5,-32.8,-7.0,-37.3
Cc1ccccc1N/N=C/c1ccc(N2CCOCC2)cc1,-3.8,5.9,0.1,0.4,23.5,0.1,2.0,-21.6,1.1,-53.0
N=c1n(CCN2CCOCC2)c2ccccc2n1Cc1ccccc1Br,0.5,7.6,1.9,-1.4,14.3,-0.5,3.6,-11.1,0.5,-0.7
CC1CCCC(C)N1S(=O)(=O)c1ccc(NC(=O)CNC2CCCC2)cc1 (stereo not drawn),2.2,-6.4,5.9,0.2,22.3,-1.6,0.4,-7.1,-9.7,6.1
CC(=O)Nc1cnc2ccccc2n1,4.6,·,·,·,·,-0.7,-15.3,1.3,·,·
Cc1c(Cl)c([N+](=O)[O-])nn1CCCC(=O)Nc1cccc(Cl)c1Cl,-5.6,1.2,-11.6,-1.9,13.2,-1.7,-5.3,13.4,0.7,-3.6
Cc1noc(/C=C/N(C)C)c1S(=O)(=O)N1CCCC(C(=O)NC2CCCCC2)C1 (stereo not drawn),3.1,0.4,-15.2,-0.2,18.2,7.3,16.2,-20.6,-3.6,-6.3
O=C(O)[C@@H]1CCCN1c1ncnc2sc3c(c12)CCC3,1.4,2.6,-0.4,0.4,11.2,1.1,2.1,-44.5,-3.5,10.8
CCN(CC)S(=O)(=O)c1cc(C(=O)O)ccc1OC,-3.3,17.3,-4.6,-0.2,3.3,6.4,10.5,-5.9,-1.1,-6.2
O=C(NCC(c1ccco1)N1CCN(c2ccccc2F)CC1)C(=O)NC1CC1 (stereo not drawn),·,2.7,-2.4,-5.1,15.7,·,-4.8,·,-2.1,13.6
COc1cc(OC)c2c(-c3ccccc3)cc(=O)oc2c1C(CCN1CCCCC1)c1ccc2c(c1)OCO2 (stereo not drawn),·,2.2,-19.0,0.0,8.6,·,7.6,·,-3.1,25.5
COc1cccc(-n2nnc3c(=O)n(Cc4ccc(Br)cc4)cnc32)c1,-3.5,2.7,16.2,0.3,30.8,-2.2,1.5,-56.8,20.0,-23.0
COC(=O)c1sccc1NC(=O)CSCC(=O)O,2.4,5.9,-11.6,0.0,24.9,3.5,0.6,8.4,-4.3,-9.5
CNC(=O)c1cc(NC(=O)CCn2nc(-c3ccccc3)c3ccccc3c2=O)ccc1OC,-1.6,-0.3,14.5,-0.4,10.8,0.2,3.0,12.9,-4.9,1.2
COCCNC(=S)Nc1cccc2cnccc12,-7.3,1.5,-1.0,-0.4,9.3,5.4,-3.8,-27.6,12.2,23.3
COCCOC(=O)c1ccc(NC(=O)COc2ccc([N+](=O)[O-])cc2)cc1,-1.3,4.3,3.3,-0.1,11.2,6.8,2.1,-20.0,-1.7,6.3
CC(C)c1ccc(NC(=O)C2C3C=CC4(O3)C2C(=O)N(CCN2CCOCC2)C4C(=O)NC2CCCCC2)cc1 (stereo not drawn),3.9,-1.9,-4.2,0.1,14.9,-1.7,0.2,-23.8,-6.5,-2.0
N#Cc1nc(COc2ccccc2F)oc1NCc1ccc(F)cc1,-0.4,-18.2,4.6,-0.1,36.9,-0.1,5.6,-25.2,5.1,-1.7
CCOc1ccc(C(C)NC(=O)Nc2ccc(F)cc2F)cc1 (stereo not drawn),3.0,-0.2,-7.2,-0.3,10.9,2.4,-7.4,-16.7,-2.8,9.2
COc1ccc(/C=C/C(=O)c2ccc([N+](=O)[O-])o2)cc1OC,·,0.7,?,1.4,52.1,·,3.7,·,39.1,?
CC(=O)c1ccccc1OC(=O)c1ccco1,-10.2,-7.0,-12.6,-0.2,33.1,-3.5,0.2,-34.6,-9.6,-2.3
COc1cc(OC)cc(C(=O)N/N=C(\C)CC(=O)Nc2ccccn2)c1,73.6*,6.2,-28.2,2.9,-2.3,4.0,-8.2,28.9,-7.9,-5.2
